CXXC DNA block = qHTS Fluorescence Polarization Assay for Inhibitors of MLL CXXC domain - DNA interaction | MLL-CXXC / FITC-HOXA9 DNA fluorescence polarization | Potency, µM (series often up to 115 µM), for inactives: at the highest dose activity change, negative = inhibition, hits mostly inhibitors | actives 0.037% (n = 290,000); active = well fitted inhibition curve with a large enough effect in the polarisation, with a control signal flat, not every such curve was filed as active; inconclusive = small, poorly fitted or top-dose-only effect, or effect the other way, or a change in a side signal; inactive = no such curve, though single readings can be large or run the other way; the % refers to the polarisation; also: potency is read from the fitted curve at half-maximal effect
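Purified MLL-CXXC (added from a 7 uM solution) was preincubated 5 min at ambient with pinned compounds in 50 mM Tris-HCl pH 7.5, 50 mM NaCl, 1 mM DTT, 0.05% BSA. Fluorescein-labeled HOX-A9 DNA (50 nM solution) followed, 30 min, then polarization read.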
BCR signal inh = qHTS Assay to Find Inhibitors of Chronic Active B-Cell Receptor Signaling. ABC-DLBCL IkBa-CBG/CBR reporter, luminescence ratio, 4 h. Potency, µM (top dose mostly 46.1 µM), inactives show at the highest dose ratio change, negative = lower green/red ratio, most hits filed as inhibitors. actives 0.05% (n = 340,000). AID 493014, 2011; active = well fitted inhibition curve with a large enough effect in the signal ratio, with a control signal flat, not every such curve was filed as active; inconclusive = small, poorly fitted or top-dose-only effect, or effect the other way, or a change in a side signal; the % refers to the signal ratio;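 also: potency is read from the fitted curve at half-maximal effect; plate controls were basal doxycycline-induced cells for no effect and cells given 10 µM MG132 for full effect; MG132 reads +100%, hits lower the ratio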
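Compounds up to 46 uM were incubated four hours with TMD8 cells whose green CBG68 luciferase is fused to IkappaBalpha; red CBR luminescence normalised the signal, and concentration-effect curves were fitted to fusion, red and ratio data.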
TCR activator = Activators of T cell receptors: qHTS campaign. primary human leukocytes, anti-CD3, IL-2 HTRF, 48 h. Potency, µM (highest dose often 9.22 µM), without a hit: at the highest dose activation of IL-2 secretion, usual class: activators. 330,000 tested, under 10 active. AID 504894, 2011; also: % of control where 0% means no effect
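Primary human leukocytes incubated 48 hr with anti-CD3 beads plus compound, without co-stimulation. Secreted IL-2 measured by HTRF (europium cryptate/d2 anti-IL-2 pair, 320 nm excitation, 665 nm emission).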
GALK inhibitor = qHTS Assay for Inhibitors of Human Galactokinase (GALK) | Potency, µM (top dose mostly 57.5 µM), without a hit: at the top dose activity change, negative = inhibition, hits mostly inhibitors | actives 0.007% (n = 270,000) | Purified GALK, Kinase-Glo residual ATP luminescence | AID 1868, 2009 | P51570; also: potency is read from the fitted curve at half-maximal effect; % is scaled to controls: 0 for no effect and ±100 for the full control effect
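Human GALK (5 nM) with 35 uM ATP and 100 uM galactose in 20 mM HEPES pH 8.0, 5 mM MgCl2, 60 mM NaCl, 1 mM DTT, 0.01% BSA. After 1 h at room temperature, leftover ATP was read by Kinase-Glo Plus luminescence.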
KCNH2 WT inh = qHTS for Inhibitors of KCHN2 3.1: Wildtype qHTS; activity change, % at 1.84 µM; U2OS, BacMam KCNH2, thallium flux FluxOr; stronger effect = lower value; Voltage-gated inwardly rectifying potassium channel KCNH2 (Homo sapiens), Q12809; actives 0.37% (n = 340,000);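 active = maximum activity change below -70%; inconclusive = maximum activity change between -70% and -50%; inactive = maximum activity change above -50%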; also: % is scaled to controls: 0 for no effect and ±100 for the full control effect
Target sequence (Q12809 whole entry, looked up): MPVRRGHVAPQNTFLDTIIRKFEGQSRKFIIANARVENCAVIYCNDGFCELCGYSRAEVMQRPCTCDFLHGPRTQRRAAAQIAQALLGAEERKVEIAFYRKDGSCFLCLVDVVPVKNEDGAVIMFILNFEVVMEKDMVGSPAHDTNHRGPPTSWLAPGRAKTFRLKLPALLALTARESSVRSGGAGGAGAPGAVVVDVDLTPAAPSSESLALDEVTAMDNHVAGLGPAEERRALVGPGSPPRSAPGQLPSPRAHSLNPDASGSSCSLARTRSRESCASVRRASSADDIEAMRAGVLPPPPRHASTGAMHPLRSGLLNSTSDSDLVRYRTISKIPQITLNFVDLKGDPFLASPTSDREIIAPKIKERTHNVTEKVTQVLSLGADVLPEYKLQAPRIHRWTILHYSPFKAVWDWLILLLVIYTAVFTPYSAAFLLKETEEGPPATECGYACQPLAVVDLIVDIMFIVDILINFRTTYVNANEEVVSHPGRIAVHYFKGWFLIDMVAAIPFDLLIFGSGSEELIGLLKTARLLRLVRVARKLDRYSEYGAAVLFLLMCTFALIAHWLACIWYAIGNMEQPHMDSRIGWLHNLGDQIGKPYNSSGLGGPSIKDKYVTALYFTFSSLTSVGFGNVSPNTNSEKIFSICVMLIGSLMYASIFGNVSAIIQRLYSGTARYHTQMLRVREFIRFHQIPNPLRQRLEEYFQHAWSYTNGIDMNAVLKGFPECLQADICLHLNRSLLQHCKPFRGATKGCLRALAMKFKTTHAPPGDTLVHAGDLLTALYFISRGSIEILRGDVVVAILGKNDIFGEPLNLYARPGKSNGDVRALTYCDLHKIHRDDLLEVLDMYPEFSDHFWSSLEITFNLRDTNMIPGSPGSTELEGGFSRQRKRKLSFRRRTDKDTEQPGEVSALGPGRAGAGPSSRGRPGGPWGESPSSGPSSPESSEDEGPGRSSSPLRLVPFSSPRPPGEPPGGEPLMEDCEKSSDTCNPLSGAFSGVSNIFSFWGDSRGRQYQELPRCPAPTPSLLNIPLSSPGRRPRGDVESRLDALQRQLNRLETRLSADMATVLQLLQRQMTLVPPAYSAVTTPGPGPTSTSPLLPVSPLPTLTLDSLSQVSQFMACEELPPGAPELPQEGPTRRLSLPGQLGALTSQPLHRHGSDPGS
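U2OS cells transduced with wild-type KCNH2 virus are loaded with FluxOr dye for 45 min, and thallium flux is measured in kinetic reads before and after stimulation buffer. Rate constants are normalized to DMSO controls.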
TSHR antag = Antagonists of the Thyroid Stimulating Hormone Receptor: HTS campaign. actives 0.2% (n = 330,000). TSHR-expressing cells, TSH-stimulated cAMP HTRF, 2 h; stronger effect = lower value. activity change, negative = inhibition, % at 11.5 µM;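 active = activity change below a set negative limit, meaning inhibition stronger than a set level, cut at about -70% in these data; inconclusive = activity change between two set negative limits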; also: % is scaled to controls: 0 for no effect and ±100 for the full control effect
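Read-out is FRET at 665 nm (cryptate excitation 337 nm) from a cryptate-tagged anti-cAMP antibody, competed by cell cAMP against cAMP-d2. Compounds are tested on freshly harvested TSHR cells challenged with 4nM TSH (EC80) for 2 hours at 37 deg C.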
A-T KAP1 phos = qHTS Assay for Identifying a Potential Treatment of Ataxia-Telangiectasia; […] A-T fibroblasts, KAP-1 phosphorylation AlphaLISA; neocarzinostatin DNA damage 30 min before lysis; Potency, µM (series often up to 57.5 µM), without a hit: top-dose activation, hits mostly activators; actives 0.19% (n = 320,000); AID 485349, 2010; also: potency is read from the fitted curve at half-maximal effect; % of control where 0% means no effect; nearly all actives have a fitted effect of over 45% in size
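hTERT-immortalized A-T patient fibroblasts ([…]), 500 cells/well in OPTI-MEM, 1% FBS, got compounds for 60 min, then NCS for 30 min at 37C. Lysates were then assayed for phospho-KAP-1 by AlphaLISA (anti-pKAP1 donor, anti-KAP1 acceptor beads), 6 hr at 25C.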
Coupling enz = qHTS Assay for Inhibitors of Fructose-1,6-bisphosphate Aldolase from Giardia Lamblia: Coupling assay counterscreen. coupling enzyme system counterscreen, AmpLite Red fluorescence. activity change, negative = inhibition, % at 58.2 µM, hits read low. actives 0.67% (n = 290,000). AID 2472, 2010; in the data active = activity change below about -30%; also: % is scaled to controls: 0 for no effect and ±100 for the full control effect
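Activity here indicates interference with the coupling reaction, not aldolase inhibition. Compounds at 57.5 uM final met coupling enzymes for 10 min at RT; substrate and AmpLite Red detection followed, with a 525/598 nm fluorescence read after 20 min.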
Tb PFK block = qHTS Assay to Find Inhibitors of T. brucei phosphofructokinase; ATP-dependent 6-phosphofructokinase (Trypanosoma brucei brucei), O15648; T. brucei PFK, ADP-Glo luminescence; Potency, µM (doses to about 57.5 µM), inactives show at the highest dose activity, negative = inhibition, actives largely listed as inhibitors; actives 0.17% (n = 330,000); AID 485367, 2010;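 also: potency is read from the fitted curve at half-maximal effect; 0% = uninhibited 1x PFK enzyme wells and -100% = no-enzyme wells; nearly all actives have a fitted effect of over 60% in size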
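1.25 nM PFK with 0.5 mM F6P and 0.1 mM ATP in 0.1 M TEA pH 8.0, 5 mM MgCl2, incubated 45 min at room temperature; ADP measured by ADP-Glo luminescence; compounds titrated up to 57 uM.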
Giardia killer = Small Molecules that selectively kill Giardia lamblia: qHTS; Giardia lamblia trophozoite viability; activity change, % at 7.66 µM, hits read low; actives 0.15% (n = 340,000); AID 540267, 2011; in the data active = activity change below about -80%; inconclusive = between about -30% and that limit;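 also: parasites exposed to compound for two days anaerobically before the ATP read; % is scaled to controls: 0 for no effect and ±100 for the full control effect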
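Viability, read as ATP luminescence: trophozoites at 100 cells/well, compound added, 48 hrs anaerobic at 37 deg C, then 15-30 min room-temperature development before reading.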
* = called active by the depositor; ? = inconclusive; / = not tested or not shown; [ ] = another dose, or the depositor's remark. Unless noted, calls follow the shape of the dose curve; as a rule, active = well fitted curve in the direction sought with a large enough effect; inconclusive = small, poorly fitted or top-dose-only effect, or another doubt; inactive = no such curve, though single readings can be large; an effect the other way counts as inactive or inconclusive.

Results follow in this order: CXXC DNA block | BCR signal inh | TCR activator | GALK inhibitor | KCNH2 WT inh | TSHR antag | A-T KAP1 phos | Coupling enz | Tb PFK block | Giardia killer
N#Cc1c(-c2ccc(F)cc2)c2c([nH]c1=O)-c1ccccc1OC2
    0% | 15% | -4% | 1% | 5 | 12 | 5% | 2 | -1% | -5
Cc1ccc(CNc2oc(-c3ccco3)nc2C#N)cc1
    6% | 0% | 9%[46.1 µM] | 2% | 2 | 13 | -2% | -3 | -2% | 2
O=C(O)CCc1nc2cc(Cl)ccc2n(Cc2ccccc2)c1=O
    6% | 7% | 8% | 9% | -8 | -12 | 3% | 4 | 2% | -1
CCCCCCCN1C(N(C)C)=NC[C@@H]1Cc1ccccc1
    / | ? | 4% | / | -42 | 16 | 7% | / | 0% | -2
COc1cccc(NC(=O)CN(C)C(=O)c2c(C)nn(-c3ccccc3)c2Cl)c1
    / | ? | 0% | / | -6 | -1 | 2% | / | -6% | 3
CCC(=O)Nc1nn(CC(C)C)c2nc3ccc(C)cc3cc12
    18% | 8% | -8% | -1% | 4 | -21 | 20% | 0 | 4% | 6
CCCCN1CC(=O)N2[C@H]3c4cc(Br)ccc4OC[C@@H]3[C@H](C(=O)OCC)[C@]2(C)C1=O
    / | ? | -4% | / | 21 | 1 | -1% | / | 4% | 12
CCOc1ccc(NC(=O)CN(C)C(=O)CC2OC(=O)c3ccccc32)cc1OCC (stereo not drawn)
    / | -5% | 1% | / | -1 | -6 | -16% | / | 2% | 0
Cc1ccnc(N2CCCC(C(=O)Nc3ccc(C)c(C)c3)C2)n1 (stereo not drawn)
    -2% | -2% | -1% | 4% | -1 | -8 | 5% | 1 | 2% | -19
CCN(CC)S(=O)(=O)c1ccc(N2CCN(C)CC2)c(NC(=O)Nc2ccc(C)cc2)c1
    26% | ? | -1% | 7% | 2 | -3 | -10% | -2 | -4% | 13
O=C(NCCCN1CCCC1=O)c1cc(S(=O)(=O)N2CCOCC2)ccc1Cl
    -11% | 1% | 0% | 7% | -19 | 8 | 0% | / | 2% | 4
CC(=O)Nc1ccc(C(=O)N(C2=NC(C)CS2)c2ccc(Cl)cc2)cc1 (stereo not drawn)
    -7% | ? | 0% | 1% | 0 | 62 | 15% | / | -1% | 5
COc1ccccc1NC(=O)c1ccc(NC(=O)COC(=O)C(C)C)cc1
    13% | -14% | 11%[46.1 µM] | -2% | 2 | -5 | -5% | 3 | 6% | -4
Cc1ccc(Cl)cc1N1CCN(S(=O)(=O)c2ccc3c(c2)CC(=O)N3C)CC1
    8% | 12% | -5% | -1% | 2 | 17 | -8% | 1 | 1% | -10
O=C(Nn1c(SCc2ccccc2F)nc2ccsc2c1=O)c1ccccc1
    11% | ? | -2%[46.1 µM] | 0% | -30 | 2 | 5% | 5 | 0% | 0
C[C@H](NC(=O)c1ccc2ccccc2c1)C(=O)N1CCC2(CC1)NCCc1[nH]cnc12
    5% | ? | 1% | 4% | -1 | 6 | 1% | / | 0% | -6
Nc1nc2ccccc2nc1N1CCCC1
    3% | 11% | 0% | -2% | 4 | -16 | -1% | -1 | 3% | 5
COc1ccccc1N1C(=O)C2C(c3ccc(F)cc3)NN(C(=O)c3ccc(C)cc3)C2C1=O (stereo not drawn)
    5% | 3% | 2% | 5% | 2 | 3 | -2% | 0 | -4% | -3
COc1ccc(CCNC(=O)c2nnn(CC(=O)Nc3ccccc3C)c2N)cc1OC
    20% | -2% | 2% | -7% | -12 | 16 | -4% | 2 | 0% | 18
Cc1cccc(/C=C2\Sc3ccc(C(=O)NCC4CCCO4)cc3N(C)C2=O)c1 (stereo not drawn)
    -5% | 1% | -6% | -5% | 8 | -17 | 2% | / | -4% | 2
Cc1nc2ccc(S(=O)(=O)NC(C(=O)N3CCCCCC3)C(C)C)cc2s1 (stereo not drawn)
    1% | 2% | -2% | 1% | -2 | -2 | 9% | -2 | 1% | 28
O=C(NC1CCN(C(=O)Nc2ccc(F)cc2)CC1)c1cccc(F)c1
    -1% | 2% | 3% | 0% | -5 | 9 | -5% | 0 | 0% | 12
CC1Cc2cccc3c(O)c(C(=O)c4nn[nH]n4)c(=O)n1c23 (stereo not drawn)
    2% | ? | -4%[46.1 µM] | 1% | -7 | 7 | -12% | -4 | -2% | -13
CC(C)(C)C(=O)O/N=C1/C(=O)N(c2ccccc2)c2ccccc21
    38%[activator] | ? | 4% | / | 2 | -16 | -7% | 2 | 4% | 0
CC1(c2ccccc2Cl)NC(=O)N(CC(=O)N2c3ccccc3NC(=O)C2(C)C)C1=O (stereo not drawn)
    / | 2% | -4% | / | 18 | 7 | 6% | / | -8% | -6
COc1ccccc1CCNC(=O)CCn1nc(C)c2c(C)n(-c3ccccc3)nc2c1=O
    0% | 0% | -1% | -4% | 8 | 1 | -1% | / | -1% | 21
COc1cccc(OC)c1C(=O)OCC(=O)N(c1ccccc1)C1CCCCC1
    / | 6% | -6% | / | -7 | 0 | -3% | / | -9% | 0
CCc1ccccc1NC(=O)CN1CCN(CC(=O)Nc2cc(C)ccc2OC)CC1
    -2% | -2% | 9% | 8% | -6 | 6 | 3% | -2 | -18% | 12
O=C(NNc1ccc(F)cc1)c1c(F)cccc1Cl
    4% | -11% | 2% | 0% | 2 | -2 | 1% | -4 | 3% | -1
COc1ccc(Cl)cc1NC(=O)CSc1nc(N2CCOCC2)nc(N2CCOCC2)n1
    7% | 1% | 6% | 3% | -9 | -11 | 6% | / | 0% | -6
COc1ccccc1NS(=O)(=O)c1cc(NC(=O)Cc2n[nH]c(=O)c3ccccc23)ccc1Cl
    / | ? | -2% | / | 0 | 12 | -6% | / | -4% | -2
CCc1cc(C(=O)NCC(c2ccco2)N2CCCCC2)sc1C (stereo not drawn)
    / | 1% | / | / | 0 | 21 | 1% | / | 0% | 10
Nc1nc(N(Cc2ccccc2)Cc2ccccc2)nc(C(F)(F)F)n1
    / | ? | 0% | / | 17 | 145 | 7% | / | 0% | 3
Cc1cnc(C(=O)OCC(=O)Nc2cc(-c3cc(C)c(C)cc3C)nn2-c2ccccc2)cn1
    / | ? | 1% | / | -1 | 5 | 0% | / | 5% | -2
Cc1cccc(N2CN=C3SCC(=O)N3C2)c1
    10% | 2% | 10% | 0% | -3 | 5 | -8% | 0 | 3% | -16
Cc1ccc(C)c(OCCC(=O)Nc2cccc(S(=O)(=O)N3CCCCC3)c2)c1
    / | -2% | 2% | / | -42 | -19 | 7% | / | 2% | -8
Cc1ccc(OCC(=O)Nc2cccc(S(=O)(=O)N3CCOCC3)c2)c([N+](=O)[O-])n1
    -1% | -9% | 3% | 8% | 6 | -2 | -12% | 2 | -5% | -19
Cc1ccccc1NC(=O)Cc1nc(COC(=O)c2ccc(O)cc2O)cs1
    -5% | ? | -4% | 7% | -9 | -1 | -1% | 2 | 1% | -10
